# Bioassay records (PubChem BioAssay)
# Myeloid diff MLP: compounds promoting myeloid differentiation. 360,000 tested, 1% active. AID 624256. calls only at 10 µM. ER-HoxA9 myeloid progenitors, lysozyme-GFP differentiation, flow cytometry;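 active = normalized GFP-positive differentiation at or above the plate's own cutoff, the solvent-only control mean plus 3 SD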;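 note: cells exposed to compound for four days before flow analysis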
# Myeloid diff MLP GFP+ MAC1+ %: also measured in Myeloid diff MLP; calls as there; GFP+ MAC1+ double positive, %; measured here: differentiation confirmed by MAC1 staining
# An asterisk follows results filed as active; i = inactive; + = active, no number. This is a subset, so the mix of outcomes need not match the whole.
no.	SMILES	Myeloid diff MLP	Myeloid diff MLP GFP+ MAC1+ %
1	CC1(C(=O)Nc2cccnc2)Cc2c(-c3cccc(C(F)(F)F)c3)ccnc2O1 (stereo not given)	i	0.6
2	CCOC(=O)C1=CN(Cc2cccc(F)c2)S(=O)(=O)N(C)C1c1cccc(OC)c1 (stereo not given)	i	0.1
3	CCOc1ccc(C(=O)NNC(=O)c2cc(C)oc2C)cc1	i	1.0
4	Cc1cccc(C(=O)N2CCC[C@H]2C(=O)N2CCC[C@H]2C(=O)NCc2ccncc2)c1	i	1.1
5	COC(=O)[C@]1(CC(C)C)N[C@H](c2ccc(SC3CCCCC3)c(OC)c2)[C@@H]2C(=O)N(C)C(=O)[C@@H]21	i	0.3
6	CN(Cc1ccccc1)C(=O)[C@@H]1CCCN1C(=O)[C@@H]1CCCN1C(=O)c1ccc(Cl)cc1	i	0.8
7	CN(c1ccccc1)S(=O)(=O)c1cccc(C(=O)NNC(=O)c2ccncc2)c1	i	0.3
8	CC(=O)c1ccc(S(=O)(=O)N2CCN(CC(=O)Nc3ccccc3C(=O)NC3CC3)CC2)cc1	i	1.0
9	CC1(C(=O)NC2CCCCCC2)CCN1C(=O)C1(c2ccccc2)CC1 (stereo not given)	i	0.4
10	COc1ccc(C(=O)COC(=O)COc2cccc3c2OC(C)(C)C3)c(OC)c1	i	0.4
11	O=C(Cc1cccc(NC(=O)C2CCCN(C(=O)C3CCCCC3)C2)c1)Nc1cccc(C(=O)N2CCCCC2)c1 (stereo not given)	i	0.8
12	COc1ccc(CNC(=O)COC(=O)CCOc2ccc(C)cc2)cc1	i	0.9
13	CC(OC(=O)CN1C(=O)c2ccccc2C1=O)C(=O)NC1CCCCC1C (stereo not given)	i	0.4
14	COc1ccc(S(=O)(=O)N2CCCCC2)cc1NC(=O)CNc1ccccc1N1CCCC1=O	i	0.3
15	Cc1ccc(C(=O)CCC(=O)NN2C(=O)NC3(CCCCC3)C2=O)cc1	i	0.6
16	CN(CC(=O)Nc1cccc(F)c1)CC(=O)Nc1cc(S(=O)(=O)N2CCOCC2)ccc1Cl	i	0.3
17	CC(C)COc1ccc(C(=O)N(CC(=O)Nc2ccccc2C(F)(F)F)Cc2ccco2)cc1	i	1.0
18	CC1(c2cccc(Br)c2)NC(=O)N(CC(=O)Nc2ccc(N3CCCCC3)cc2)C1=O (stereo not given)	i	0.3
19	CC1(c2ccccc2Cl)NC(=O)N(CC(=O)N2CCc3ccccc3C2)C1=O (stereo not given)	i	0.8
20	Cc1ccc(C(=O)OCC(=O)N2CCC(c3ccccc3)=N2)cc1	i	0.9
21	O=C(CN1CCN(C(=O)c2ccc(OCc3cn4ccccc4n3)cc2)CC1)Nc1cccc(F)c1	i	1.3
22	CC1CCCCC1NC(=O)Cc1ccc(S(=O)(=O)N2CCOCC2)s1 (stereo not given)	i	0.7
23	COc1ccc(Br)cc1CN1CCN(c2ncccn2)CC1	i	0.2
24	CCOc1ccc(Br)cc1S(=O)(=O)Nc1cccc(S(=O)(=O)N2CCOCC2)c1	i	0.2
25	COc1ccc(C(=O)N2CCN(S(=O)(=O)c3ccc(Cl)cc3)CC2)cc1S(=O)(=O)N1CCOCC1	i	0.2
26	COc1cc(OC)cc(-c2c(C#Cc3ccsc3)c3cc(-c4ccc(OC)c(F)c4)ccc3n2C)c1	i	0.9
27	COc1ccc([C@H]2/C=C\CN(Cc3ccc(N(C)C)cc3)[C@@H](C)C(=O)N2Cc2ccc(F)cc2)cc1	i	2.5
28	O=S1(=O)CC(N2CCN(CCO)CC2)CN1Cc1cn(Cc2ccc(C(F)(F)F)cc2)nn1 (stereo not given)	i	1.2
29	CC(C)NC(=O)N(C)C[C@@H]1OCc2cnnn2CCCC(=O)N([C@@H](C)CO)C[C@H]1C	i	1.3
30	CN(CCOc1ccccc1)C(=O)c1cc(S(=O)(=O)N2CCOCC2)c(Cl)cc1Cl	i	1.1
31	O=[N+]([O-])c1ccccc1S(=O)(=O)Nc1ccc(-c2ccc(N3CCOCC3)nn2)cc1	i	1.0
32	CC(C)(C)c1ccc(C(=O)NCCC(=O)NNC(=O)COc2ccc(F)cc2)cc1	i	1.5
33	Cc1ccc(NC(=O)Cn2nc(C(=O)O)c3ccccc3c2=O)cc1S(=O)(=O)N1CCCCCC1	i	0.1
34	COc1ccccc1Cc1c(C2CCCCC2)nc2ccc(Cl)cn12	i	0.4
35	OC[C@@H]1CN(Cc2ccc(F)cc2)C[C@H](n2cnc3c(NC4CCCC4)ncnc32)O1	i	0.3
36	Cc1cccc(C)c1NC(=O)C(c1cccc(F)c1)N1CCN(C)CC1 (stereo not given)	i	2.3
37	O=C1[C@@H]2[C@H](C(=O)N1CC(O)COCc1ccccc1)C1C=C[C@H]2C1 (stereo not given in full)	i	0.4
38	C[C@H]1CN([C@@H](C)CO)C(=O)c2cc(NC(=O)C3CCCCC3)ccc2O[C@H]1CN(C)C(=O)Nc1ccc2c(c1)OCO2	i	1.3
39	COc1ccc(NC(=O)C(c2ccnc3ccccc23)n2c(=O)c(-c3ccco3)nc3ccccc32)cc1 (stereo not given)	i	7.0
40	CC1=C(C(=O)N(C(C)C)C(C)C)CC(CC(=O)NC2CCCC2)C(=O)N1Cc1ccccc1 (stereo not given)	i	0.4
41	COc1ccc(C(=O)NC(C)Cc2c[nH]c3ccccc23)cc1 (stereo not given)	i	0.3
42	Cc1cccc(C)c1NC(=S)NC(=O)c1cccc(Cl)c1	i	1.0
43	C=CCn1c(COc2ccc(F)cc2)nnc1SCC(=O)NC1CCCC1	i	1.0
44	Cc1nc(SCC(=O)NC2CCS(=O)(=O)C2)c2c3c(sc2n1)CCCC3 (stereo not given)	i	0.5
45	CCOc1cc(N2CCOCC2)c(OCC)cc1NC(=O)COC(=O)c1ccc(Cl)nc1	i	0.5

# A few values from the results shown.
# Myeloid diff MLP GFP+ MAC1+ % with compound 29 : 1.3
# Myeloid diff MLP GFP+ MAC1+ % with compound 32 : 1.5
# Myeloid diff MLP GFP+ MAC1+ % with compound 28 : 1.2
# Myeloid diff MLP GFP+ MAC1+ % with compound 3 : 1.0
# Myeloid diff MLP GFP+ MAC1+ % with compound 6 : 0.8
# Myeloid diff MLP GFP+ MAC1+ % with compound 34 : 0.4

# The list continues:
no.	SMILES	Myeloid diff MLP	Myeloid diff MLP GFP+ MAC1+ %
46	CCCCOc1ccc(C(=O)NCC(=O)N(C)CC(=O)Nc2ccc(N3CCOCC3)cc2)cc1	i	0.4
47	CC(C)(C)OC(=O)N1CCCN(C(c2ccnc3ccccc23)c2nnnn2-c2ccc3c(c2)OCCO3)CC1 (stereo not given)	i	1.8
48	C[C@@]12C(=O)N(Cc3ccc(F)cc3)CC(=O)N1[C@H]1c3cc(Cl)ccc3OC[C@@H]1[C@@H]2c1ccccc1	i	1.6
49	COCCN1C(=O)CSCC1(C)C(=O)NC(C)C (stereo not given)	i	1.8
50	O=c1[nH]cnc(O)c1C1C=CC=CC=C1	i	0.7
51	COc1ccc(C(=O)N2[C@@H](C(C)C)COc3cc(Br)ccc3S2(=O)=O)cc1	i	0.8
52	COCCn1c(C)cc(/C=C(\C#N)C(=O)OCC(=O)N(C)c2c(N)n(Cc3ccccc3)c(=O)[nH]c2=O)c1C	i	0.7
53	CCOP(=O)(OCC)C(Cc1ccc(OC)c(OC)c1)N=C(c1ccccc1)c1ccccc1 (stereo not given)	i	0.7
54	COc1ccc(S(=O)(=O)N2CCOCC2)cc1NC(=O)COc1ccc(C(C)=O)cc1OC	i	0.4
55	CC1(C(=O)NS(=O)(=O)c2ccccc2OC(F)(F)F)CCN1C(=O)c1ccccc1 (stereo not given)	i	0.8
56	C#CCNCCS(=O)(=O)N(Cc1ccc(Br)cc1)[C@@H](CC(C)C)C(=O)O	i	0.3
57	CCOc1ccc(NC(=O)CN(C)C(=O)c2cccnc2Sc2ccc(C)cc2C)cc1OCC	i	2.2
58	CCN(CC(=O)Nc1ccccc1C(F)(F)F)C(=O)C1CCC1	i	0.6
59	Cc1cccc(C)c1-n1nnnc1-c1nc2cc(Br)ccc2[nH]c1=O	i	0.6
60	Cc1nc(Cc2nnc(SC(C)C(=O)Nc3ccccc3)o2)cs1 (stereo not given)	i	0.7
61	CCC(=O)NC(c1cc(Cl)c2ccccc2c1O)C(C)C (stereo not given)	+	0.7*
62	CCC(c1nnc(SCC(=O)Nc2cc(C)on2)o1)N(C)C (stereo not given)	i	0.6
63	COc1cccc(C(=O)NNC(=O)c2cccc3ccccc23)c1	i	0.6
64	Cc1ccsc1C(=O)N1CCC1(C)C(=O)NS(=O)(=O)c1ccc(Br)cc1 (stereo not given)	i	1.4
65	CCOc1ccc(C)cc1S(=O)(=O)Nc1cccnc1	i	1.0
66	COc1ccc(Cl)cc1C(=O)NNC(=O)COC(=O)CCN=C1NS(=O)(=O)c2ccccc21	i	0.7
67	O=C(Nc1ccccc1)c1ccccc1CSc1ccccc1	i	1.5
68	c1ccc2c(c1)nnn2Cn1nnc2ccccc21	i	0.7
69	Clc1ccc(C2=CSC3=NCCN23)c(Cl)c1	i	0.4
70	Cc1cc(C)n2c(NC3CCCC3)c(-c3cc4ccccc4o3)nc2n1	i	3.6
71	CCOc1cc(/C=C(\C(=O)O)c2ccc(S(=O)(=O)N3CCCC3)s2)ccc1OC	i	0.3
72	COc1ccc([C@H]2CC(=O)C[C@@H](CCn3cc(CC4CCCC4)nn3)O2)cc1	i	0.4
73	CC1CCN(C(=O)COC(=O)C(C)N2C(=O)c3ccccc3C2=O)CC1 (stereo not given)	i	0.5
74	CC(C)C1C(=O)N(Cc2cn(CCC3OCCO3)nn2)CCS(=O)(=O)N1Cc1ccc(-c2ccc(F)cc2)cc1 (stereo not given)	i	0.3
75	CCC(C)c1ccc(S(=O)(=O)N2CCN(C(C)C(=O)NC3CCCC3)CC2)cc1 (stereo not given)	i	0.3

# One compound at a time (already shown):
# COc1cccc(C(=O)NNC(=O)c2cccc3ccccc23)c1 across the screens: Myeloid diff MLP = i; Myeloid diff MLP GFP+ MAC1+ % = 0.6
# COc1ccc([C@H]2CC(=O)C[C@@H](CCn3cc(CC4CCCC4)nn3)O2)cc1 across the screens: Myeloid diff MLP = i; Myeloid diff MLP GFP+ MAC1+ % = 0.4
# CCC(C)c1ccc(S(=O)(=O)N2CCN(C(C)C(=O)NC3CCCC3)CC2)cc1 (stereo not given) across the screens: Myeloid diff MLP = i; Myeloid diff MLP GFP+ MAC1+ % = 0.3

# 4 compounds from above, ordered by count of non-hydrogen atoms, rising:
no.	SMILES	Myeloid diff MLP	Myeloid diff MLP GFP+ MAC1+ %
61	CCC(=O)NC(c1cc(Cl)c2ccccc2c1O)C(C)C (stereo not given)	+	0.7*
67	O=C(Nc1ccccc1)c1ccccc1CSc1ccccc1	i	1.5
64	Cc1ccsc1C(=O)N1CCC1(C)C(=O)NS(=O)(=O)c1ccc(Br)cc1 (stereo not given)	i	1.4
75	CCC(C)c1ccc(S(=O)(=O)N2CCN(C(C)C(=O)NC3CCCC3)CC2)cc1 (stereo not given)	i	0.3

# Other structures follow:
no.	SMILES	Myeloid diff MLP	Myeloid diff MLP GFP+ MAC1+ %
76	O=c1cc(O)cc2n1CCC2	i	1.0
77	COc1ccc(CN2C(=O)CSCC2(C)C(=O)NC(C)C)cc1 (stereo not given)	i	2.7
78	CCCCn1c(N)c(N(C)C(=O)c2c(C)nn(-c3ccccc3)c2C)c(=O)[nH]c1=O	i	0.6
79	CC[C@@H]1[C@H]2CCCC(=O)N3CC[C@@H](C[C@H]1O)[C@@H]23	i	0.7
80	COc1cccc(NC(=O)CSc2nnc3ccc(-c4ccncc4)nn23)c1	i	0.2
81	CN(Cc1ccccc1)C(=O)CCC1CCN(C(=O)c2ccco2)CC1	i	1.6
82	O=C1NC[C@@H](CCCCN2C[C@H](Cc3ccccc3)N(CCC3CCCCC3)C(=O)C2=O)N(CCc2ccc(O)cc2)C1=O	i	0.6
83	CCc1nnc2sc(-c3ccc(NC(=O)CSc4ccc(Cl)cc4)cc3)nn12	i	0.5
84	COc1ccc(S(=O)(=O)N2CCCC2CNC(=O)C(=O)NCc2ccccc2Cl)cc1 (stereo not given)	i	0.3
85	CCNC(=O)C(=O)NCCC1CCCCN1S(=O)(=O)c1cccs1 (stereo not given)	i	0.3
86	CCOc1ccc(OCCOCCOc2c(Cl)cccc2Cl)cc1	i	0.9
87	CC(C)c1cc(-c2cc(C(=O)Nc3ccccc3)on2)nc(NC2CCCC2)n1	i	0.9
88	CN(C(=O)c1cnccn1)c1c(N)n(Cc2ccccc2)c(=O)[nH]c1=O	i	0.5
89	COc1cc2ccccc2ccc1=NO	i	0.2
90	CN(CC(=O)Nc1ccc(Cl)cc1)C(=O)c1ccc(NS(=O)(=O)c2ccc3[nH]c(=O)[nH]c3c2)cc1	i	1.1
91	OCc1ccc(-c2ccccc2)c(-c2ccccc2)c1	i	0.3
92	Cc1cc(Br)ccc1NC(=O)CNC(=O)c1ccc(-n2cncn2)c([N+](=O)[O-])c1	i	0.5
93	O=C(NS(=O)(=O)N1CCOCC1)C1=C(N2CCCC2)COC1=O	i	0.8
94	CC(C)NC(=O)CCNC(=O)c1ccc(F)cc1	i	6.8
95	Cc1noc(C)c1Cn1c(C)c(C(=O)NCc2ccc3c(c2)OCCO3)sc1=O	i	3.1
96	CCOc1ccc(NC(=O)COC(=O)Cc2ccsc2)cc1	i	1.4
97	CCCCCCCCCCCCN1[C@@H](CC(C)=O)c2cc(C(F)(F)F)ccc2S1(=O)=O	i	0.3
98	CC(=O)Nc1cccc(C(=O)OCC(=O)c2ccc3c(c2)OCO3)c1	i	0.7
99	O=S(=O)(c1ccccc1)N1CCN(Cc2cccc(Br)c2)CC1	i	0.8
100	COc1cccc(-c2ncc3ccccc3c2COC(=O)CCC(=O)O)c1	i	2.1
101	CCN(C(=O)CSc1nc(N)cc(=O)[nH]1)c1c(N)n(Cc2ccccc2)c(=O)[nH]c1=O	i	0.8
102	O=C(COC(=O)c1ccc(O)cc1O)Nc1nnc(-c2ccccc2)o1	i	0.4
103	COCCCNC(=O)c1ccc2sc([C@@H]3O[C@H](CO)[C@H](O)[C@H](O)[C@H]3O)nc2c1	i	0.3
104	CCN(CC(=O)Nc1ccc(NC(C)=O)cc1)C(=O)c1ccc(N(C)S(=O)(=O)c2ccc(C)cc2)cc1	i	0.4
105	O=C(O)c1ccc(N=N/C(=N\Nc2ccc(C(=O)O)cc2)c2ccccc2)cc1	i	0.5
